# NOD1 inhibition: NOD1 signaling inhibitors, primary screen, cell-based, luminescence, uHTS (AID 1578); NOD1-driven NF-kB luciferase reporter cells, luminescence; higher % means a stronger effect; one-dose inhibition, % at 4 µM; EC50 in µM for titrated hits; 290,000 compounds, 1% hits; in the data active means inhibition mostly above about 36%, no sharp cut-off; inactive means mostly below about 34%;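 further: HEK-293T reporter cells stimulated with the NOD1 agonist gamma-tri-DAP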
# XIAP displacement: small molecules displacing peptide from XIAP – biochemical, IAP family, fluorescence polarization (AID 1018); XIAP BIR domain, fluorescence polarization peptide displacement; higher % means a stronger effect; 200,000 compounds, 0.007% hits; displacement, % at 20 µM, or IC50 in µM where a hit was titrated; in the data active means displacement above about 50%; further: a part of the inactive calls stands beside numbers as strong as those of hits
# human PMI inhibition: inhibitors of human PMI, primary screen, biochemical, fluorescence intensity, coupled assay (AID 1209); 190,000 compounds, 0.42% hits; one-dose inhibition, % at 20 µM; IC50 in µM for titrated hits; purified PMI enzyme, coupled fluorescence intensity; higher % means a stronger effect;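 further: plate controls were DMSO vehicle for no effect and wells lacking substrate for full effect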
# PMI inhibition: MPI inhibition at elevated mannose 6-phosphate – biochemical, fluorescence intensity, high mannose 6-phosphate, primary screen (AID 1220). 190,000 compounds, 0.66% hits. recombinant PMI enzyme, coupled fluorescence intensity; higher % means a stronger effect. one-dose inhibition, % at 20 µM; IC50 in µM for titrated hits
# TNAP activation fold: human TNAP enzyme activators, primary screen, biochemical, luminescent, no phosphate acceptor, uHTS (AID 1001); purified TNAP, luminescent activation assay, no phosphate acceptor; higher activation fold means a stronger effect; activation fold at 20 µM; hits with a dose series show EC50 in µM; 200,000 compounds, 0.03% hits; in the data active means activation fold from about 3, or a potency from the dose series; inactive means the rest, 99 in 100 with activation fold below about 1.6; further: many of its hits are not listed in these tables
# KOR beta-arrestin-1: KOR agonists, beta-arrestin recruitment, primary screen, cell-based, luminescence, uHTS (AID 1777); KOR beta-arrestin recruitment, luminescence; higher % means a stronger effect; 280,000 compounds, 0.02% hits; one-dose activation, % at 10 µM; EC50 in µM for titrated hits; in the data active means activation above about 50%, passing the limit was not always enough; further: a part of the inactive calls stands beside numbers as strong as those of hits
# HEK293 NOD2/NF-kB: NOD2 signaling inhibitors, cell-based, luminescence, uHTS, HEK293 (AID 1566) | HEK293 NOD2/NF-kB luciferase reporter, luminescence; higher % means a stronger effect | one-dose inhibition, % at 4 µM; EC50 in µM for titrated hits | 290,000 compounds, 0.63% hits; further: many of its hits are not listed in these tables
# LYP inhibition: PTPN22 lymphoid phosphatase activity blockers – biochemical, fluorescence intensity, uHTS (AID 1779). recombinant LYP phosphatase, fluorescence intensity; higher % means a stronger effect. inhibition, % at 11.5 µM, or IC50 in µM where a hit was titrated. 290,000 compounds, 0.054% hits;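 further: plate controls were vehicle with enzyme for no effect and no enzyme for full effect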
# KOR beta-arrestin-2: KOR antagonists, beta-arrestin recruitment, cell-based, luminescence, uHTS (AID 1778); 290,000 compounds, 0.091% hits; KOR beta-arrestin recruitment, luminescence, antagonist mode; higher % means a stronger effect; inhibition, % at 10 µM, or IC50 in µM where a hit was titrated; further: strong numbers were not always called active
# * marks the source's active call; other numbers are inactive results; / = no result given; [ ] = another dose, or the depositor's remark. Unless noted, no stated cut-off is given here; in the data, active means inhibition above about 50%; inactive means the rest. Only part of the results is shown, so the mix of outcomes need not match the whole.
SMILES,NOD1 inhibition,XIAP displacement,human PMI inhibition,PMI inhibition,TNAP activation fold,KOR beta-arrestin-1,HEK293 NOD2/NF-kB,LYP inhibition,KOR beta-arrestin-2
Cc1cc(C)c(NS(=O)(=O)c2ccc(NC(=O)c3cccs3)cc2)c(C)c1,-14%,8.1%,-8%,-14%,0.9,4.2%,0%,-4%,-24%
CCc1ccccc1NC(=O)Cc1ccc(-n2cccc2)cc1,-21%,0.7%,-1%,-4%,1.1,1.8%,8%,0%,-39%
COc1ccc(/C=C(\C#N)C(=O)NCCc2ccccc2)cc1OCc1ccccc1,32%,-9.8%,-4%,-5%,1,7.9%,14%,3%,-43%
Cn1nc(C(=O)Nc2nnc(C3CC3)s2)c2ccccc2c1=O,-13%,-11%,-18%,-6%,1.1,0.7%,-1%,-5%,-23%
CCN(CC)C(=O)CSc1nc(O)c(Cc2ccccc2)c(=O)n1-c1ccc(C)cc1,-2%,/,/,/,/,1.7%,20%,-4%,-10%
COc1ccc(OC)c(NC(=O)c2cnc3n(c2=O)CCS3)c1,-7%,-15%,10%,24%,1.1,6.5%,1%,0%,-42%
COc1ccc(C(=O)NCc2cccs2)cc1S(=O)(=O)N1CCOCC1,-12%,-6.1%,10%,8%,1,5.6%,0%,-8%,-24%
COc1ccc(N(C(=O)CCl)C(C)(C(=O)Nc2c(C)cccc2C)c2ccccn2)cc1 (configuration not stated),-30%,-19%,-22%,-10%,1,-2.9%,0%,-2%,14%
Cc1ccsc1C1NC(=O)c2c(sc3c2CCN(C)C3)N1 (configuration not stated),3%,-0.2%,8%,25%,1,-2.5%,-1%,-6%,7%
NC(=O)C1CCN(S(=O)(=O)c2ccc3c(c2)OCCO3)CC1,-12%,/,/,/,/,-0.4%,8%,-6%,1%
O=C(O)CCc1ccc(-c2ccc(Br)cc2)n1-c1ccc(O)cc1,2%,/,/,/,/,-3.4%,27%,-2%,20%
O=P(O)(CCCCP(=O)(O)CCc1ccccc1)CCc1ccccc1,-1%,-0.1%,-4%,-10%,1.1,3.8%,3%,-12%,-12%
O=C(NC1CCCC1)C(c1ccc(Cl)cc1)N1CCc2ccccc21 (configuration not stated),-13%,-9.0%,4%,4%,1.1,7.2%,-14%,-3%,11%
COc1ccc(OCC(=O)N2CCN(S(=O)(=O)c3ccccc3[N+](=O)[O-])CC2)cc1,-14%,-3.6%,4%,4%,1,-4.7%,13%,0%,-3%
COc1ccc(NC(=O)c2c(F)cccc2F)cc1S(=O)(=O)Nc1ccc(Br)cc1,-9%,0.7%,19%,17%,1.1,22%,19%,5%,-56%
CCOC(=O)C1CCCN(C(=O)c2cn(CC)c(=O)c3cc(OC)c(OC)cc23)C1 (configuration not stated),-16%,-3.6%,-5%,-1%,1.1,1.8%,5%,-5%,30%
c1ccc(OCc2nc3ccccc3[nH]2)cc1,-62%,-1.5%,11%,7%,1.2,-0.2%,-90%,-4%,24%
Cc1ccc(S(=O)(=O)Nc2nc3n(n2)C(c2ccc(Cl)cc2)CC(=O)N3)cc1 (configuration not stated),-23%,-6.0%,5%,-2%,1.3,1.1%,-4%,-1%,-17%
COc1ccc(-c2nnn(CC(=O)N(C3CCCCC3)C(C)C(=O)NC3CCCC3)n2)cc1OC (configuration not stated),-16%,3.7%,-5%,8%,1.2,-3.5%,6%,0%,-25%
CCNC(=O)CN(c1ccc(Oc2ccccc2)cc1)S(=O)(=O)c1ccccc1,-3%,/,/,/,/,-0.3%,-3%,-8%,-1%
NC(=O)[C@@H]1CCCN1C(=O)c1cc(COc2ccc(F)cc2F)on1,-12%,/,/,/,/,0.4%,-14%,1%,-49%
CCOC(=O)Cn1c(=N)n(CCOc2ccc(OC)cc2)c2ccccc21,-5%,-1.8%,-4%,-12%,1.1,1.4%,-6%,-4%,8%
Cc1ccc(NC(=S)Nc2ccc(OC(F)F)c(Cl)c2)cc1Cl,0%,-2.6%,-6%,5%,1,0.7%,14%,-7%,24%
O=C(Nc1ccc(S(=O)(=O)Nc2ncccn2)cc1)c1ccco1,18%,-5.2%,-8%,-14%,1,0.5%,6%,-9%,-22%
Cc1ccc(NC(=O)c2ccc(CSc3nccc(C)n3)cc2)cc1,6%,-3.0%,-3%,-7%,1.1,2.2%,-5%,1%,-12%
O=C(NC(=S)N1CCN(c2ccccc2)CC1)c1ccccc1,-12%,/,/,/,/,-1.8%,-4%,-6%,2%
CC1(c2ccccc2)CC(c2ccccc2)=Nc2nonc2N1 (configuration not stated),-16%,-0.4%,-5%,6%,1.1,-1.9%,-15%,3%,10%
C[N+](C)(CC#N)C/C=C\c1ccccc1,-35%,-4.1%,3%,-2%,1.1,-4.7%,10%,-10%,-18%[20 µM]
O=C(CN1C(=O)c2ccccc2S1(=O)=O)N1CCc2ccccc2C1,-7%,1.3%,7%,10%,1.1,-5.6%,-3%,-4%,25%
O=C(NC(=S)Nc1cccc(NC(=O)c2ccc(Cl)cc2Cl)c1)c1cccs1,-24%,-5.0%,2%,-10%,0.9,0.6%,8%,-3%,-3%
CC(=O)Oc1ccc(C(=O)Nc2ccccc2C(=O)N2CCCC2)cc1,-18%,/,/,/,/,7.9%,2%,-1%,-8%
O=C1NC[C@@H](Cc2cccc3ccccc23)N(CC2CCCCC2)C1=O,-5%,/,/,/,/,-2.1%,28%,-2%,18%
CCOc1ccc(-c2nc(C#N)c(N3CCN(CC)CC3)o2)cc1,-7%,-2.3%,-2%,-7%,1.1,-1.2%,-1%,-12%,26%
COc1ccc(Nc2nc(Nc3ccc(OC)cc3)nc(-n3[nH]c(=O)c(C)c3C)n2)cc1,18%,-0.6%,-38%,-43%,1,1.8%,-12%,-3%,-127%
COC(=O)c1ccc(-c2nc3ccccc3o2)cc1,-36%,0.0%,0%,0%,1,-0.9%,-32%,-17%,5%
CSc1ccccc1NS(=O)(=O)c1cccc2nonc12,-8%,/,/,/,/,5.5%,10%,-4%,13%
CC(=O)c1c(C)[nH]c(C(=O)OCCOc2ccccc2)c1C,34%,0.7%,10%,10%,1.2,-1.7%,-14%,-2%,3%
Cc1ccc2nc(NC(=O)c3ccc4c(c3)OCO4)sc2c1,-24%,-1.3%,-4%,3%,1.1,9.8%,-171%,3%,-37%
Cc1cccc(C(=O)Nc2ccc(Oc3cnccn3)cc2)c1,-10%,/,/,/,/,-6.7%,24%,-6%,1%
CCC(C)(C)NC(=O)Cc1ccc(Cl)cc1,-20%,25%,-8%,-12%,1.1,-1.8%,-12%,-6%,-37%[20 µM]
COc1ccccc1N1CCN(/N=C/c2cc(Br)ccc2F)CC1,-43%,/,/,/,/,2.2%,-6%,-7%,-29%[20 µM]
N=c1n(CC(=O)c2cccc([N+](=O)[O-])c2)c2ccccc2n1Cc1ccccc1,6%,-2.8%,-6%,-9%,0.9,-2.8%,14%,4%,13%
CCOc1ccc(C(=O)NC(=S)Nc2ccccc2N2CCOCC2)cc1Br,-2%,-1.8%,10%,7%,1,-1.3%,-44%,-1%,8%
COc1ccc(OC)c(NC(=O)CSc2nnc(CNC(=O)c3ccco3)o2)c1,-3%,-6.2%,18%,10%,1.1,0.2%,6%,-4%,-1%
COc1ccc(CNC(=O)CN(C(=O)c2cc3sccc3n2C)C2CCCC2)cc1,-7%,-3.6%,5%,3%,1,-2.8%,5%,-2%,10%
CCOC(=O)Cn1c(S(=O)(=O)Cc2ccccc2Cl)nc(-c2ccccc2)c1-c1ccccc1,-2%,-1.6%,12%,15%,1.1,-0.2%,5%,-2%,-23%
CCCc1cc(N2CCCC(C(=O)NCc3ccc4c(c3)OCO4)C2)n2ncnc2n1 (configuration not stated),10%,-2.5%,7%,4%,1.1,-2.4%,17%,-6%,-3%
COc1ccccc1CNC(=O)CSc1nc(N)c(C#N)c(-c2cccs2)c1C#N,19%,-9.1%,6%,6%,1,-1.2%,7%,-3%,18%
CCc1cc(C(c2ccncc2)N2CCN(C)CC2)c(NC(=O)c2ccccc2)s1 (configuration not stated),-6%,-12%,4%,5%,1,1.5%,14%,-4%,-28%
O=[N+]([O-])c1cccc(/C=N/Nc2cc(N3CCOCC3)ncn2)c1,-1%,/,/,/,/,-19%,6%,-2%,11%

# Arranged by molecular weight (descending): part of the list above
SMILES,NOD1 inhibition,XIAP displacement,human PMI inhibition,PMI inhibition,TNAP activation fold,KOR beta-arrestin-1,HEK293 NOD2/NF-kB,LYP inhibition,KOR beta-arrestin-2
COc1ccc(NC(=O)c2c(F)cccc2F)cc1S(=O)(=O)Nc1ccc(Br)cc1,-9%,0.7%,19%,17%,1.1,22%,19%,5%,-56%
CCOC(=O)Cn1c(S(=O)(=O)Cc2ccccc2Cl)nc(-c2ccccc2)c1-c1ccccc1,-2%,-1.6%,12%,15%,1.1,-0.2%,5%,-2%,-23%
CCN(CC)C(=O)CSc1nc(O)c(Cc2ccccc2)c(=O)n1-c1ccc(C)cc1,-2%,/,/,/,/,1.7%,20%,-4%,-10%
CCCc1cc(N2CCCC(C(=O)NCc3ccc4c(c3)OCO4)C2)n2ncnc2n1 (configuration not stated),10%,-2.5%,7%,4%,1.1,-2.4%,17%,-6%,-3%
Cc1ccc(S(=O)(=O)Nc2nc3n(n2)C(c2ccc(Cl)cc2)CC(=O)N3)cc1 (configuration not stated),-23%,-6.0%,5%,-2%,1.3,1.1%,-4%,-1%,-17%
COc1ccc(C(=O)NCc2cccs2)cc1S(=O)(=O)N1CCOCC1,-12%,-6.1%,10%,8%,1,5.6%,0%,-8%,-24%
COc1ccc(OC)c(NC(=O)c2cnc3n(c2=O)CCS3)c1,-7%,-15%,10%,24%,1.1,6.5%,1%,0%,-42%
O=[N+]([O-])c1cccc(/C=N/Nc2cc(N3CCOCC3)ncn2)c1,-1%,/,/,/,/,-19%,6%,-2%,11%
CSc1ccccc1NS(=O)(=O)c1cccc2nonc12,-8%,/,/,/,/,5.5%,10%,-4%,13%

# (continued)
SMILES,NOD1 inhibition,XIAP displacement,human PMI inhibition,PMI inhibition,TNAP activation fold,KOR beta-arrestin-1,HEK293 NOD2/NF-kB,LYP inhibition,KOR beta-arrestin-2
COC(=O)CNC(=O)c1cc(OC)cc(OC)c1,-30%,-1.8%,-7%,0%,1.1,-3.3%,7%,-8%,-24%[20 µM]
O=C(CSc1ncnc2c1nnn2-c1ccc(F)cc1)NCC1CCCO1 (configuration not stated),-4%,-2.7%,2%,3%,1.1,1.3%,-5%,-3%,21%
Cc1ccc(S(=O)(=O)Nc2nc(C)c(NC(=O)Nc3ccc(Cl)cc3Cl)s2)cc1,23%,-6.4%,20%,11%,1.1,1.6%,13%,-3%,-10%
O=C(CCNc1ccc(F)cc1)c1cccc([N+](=O)[O-])c1,-17%,-0.2%,48%,48%,1,-2.6%,0%,1%,-12%
COc1cc(-c2nc3sc(C)c(C)c3c(=O)o2)cc(OC)c1OC,-30%,/,/,/,/,1.3%,10%,0%,16%
COc1ccc(NS(=O)(=O)c2cnc[nH]2)cc1,-35%,-3.7%,-12%,-8%,1,-3.9%,10%,-6%,2%

# Assay outcomes: PubChem BioAssay, Sanford-Burnham Center for Chemical Genomics
